Source: PubChem (National Center for Advancing Translational Sciences (NCATS))
ATXN viability: Viability Counterscreen for Primary qHTS for Inhibitors of ATXN expression | AID 651635, 2014 | Potency, µM (titrated, usually from 56.7 µM), actives largely listed as cytotoxic | S2 cells (HEK-293 line with an ATXN2-luciferase reporter) viability, CellTiter-Fluor protease fluorescence, 24 h | 0.49% of 400,000 active; also: potency is read from the fitted curve at half-maximal effect; nearly all actives have a fitted effect of over 40% in size
ATXN2 expr inh: Primary qHTS for Inhibitors of ATXN expression | Potency, µM (highest dose often 57 µM), for the others: at the highest dose activity change, negative = inhibition, most hits filed as inhibitors | 0.72% of 360,000 active | AID 1745845, 2022 | HEK-293 ATXN2-luciferase reporter, luminescence, 24 h; also: potency is read from the fitted curve at half-maximal effect; % is scaled to controls: 0 for no effect and ±100 for the full control effect; nearly all actives have a fitted effect of over 55% in size
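qHTS (up to 57 uM final) was run with 24 h compound exposure of reporter cells at 37 °C. Each well was multiplexed: SteadyGlo luminescence measured ATXN2-luciferase expression after a fluorogenic Gly-Phe-AFC viability readout (25 uM final).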
Nrf2 inh: Nrf2 qHTS screen for inhibitors | A549 ARE-Fluc reporter, luciferase luminescence, 18-24 h | Potency, µM (top dose mostly 46 µM), for inactives: at the highest dose activity change, negative = inhibition, hits mostly inhibitors | 2.1% of 360,000 active | AID 504444, 2011; also: potency is read from the fitted curve at half-maximal effect; % is scaled to controls: 0 for no effect and ±100 for the full control effect; nearly all actives have a fitted effect of over 60% in size
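Nrf2 function is reported as luminescence of an ARE-controlled luciferase in A549 cells. Compounds were tested at several concentrations, and a CellTiter-Fluor read on the same wells flagged cytotoxicity.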
Nrf2 activator: qHTS of Nrf2 Activators | AREc32 ARE-luciferase reporter (MCF7-derived line), luminescence, 24 h | Potency, µM (titrated, usually from 46.1 µM), for inactives: at the top dose activation, most hits filed as activators | 0.31% of 410,000 active | AID 624171, 2012; also: potency is read from the fitted curve at half-maximal effect; % of control where 0% means no effect; nearly all actives have a fitted effect of over 65% in size
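Quantitative high-throughput format: AREc32 reporter cells, 1000 per well, received compound by pin transfer and were incubated 24 hr at 37 deg C, 5% CO2, before Steady-Glo luminescence detection.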
HepG2 tox: qHTS for Inhibitors of TGF-b: Cytotox Counterscreen; 0.76% of 410,000 active; Potency, µM (series often up to 46.1 µM), without a hit: top-dose activity change, negative = cytotoxicity, usual class: cytotoxic; HepG2 CAGA-GFP viability, ATP luminescence, 18 h; also: potency is read from the fitted curve at half-maximal effect; some results filed as inactive show a strong effect at the top dose
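HepG2 CAGA-GFP cells (1000/well, DMEM with 1% FBS) received compound, then TGF-beta at 500 pg/mL final, and were incubated 18 hours at 37 degrees C. Viability was read by CellTiter-Glo luminescence. Media-only wells were set as complete cell-killing and DMSO as no toxicity.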
EPAC2 ag: qHTS for Agonist of cAMP-regulated guanine nucleotide exchange factor 4 (EPAC2): primary screen; Rap guanine nucleotide exchange factor 4 (Homo sapiens), Q8WZA2; EPAC2 activation, biochemical qHTS; response scale: 100% = 6.5 mM cAMP response; Potency, µM (doses to about 154 µM), for the others: at the highest dose activation, usual class: activators; 0.079% of 360,000 active; also: potency is read from the fitted curve at half-maximal effect; nearly all actives have a fitted effect of over 50% in size
Target sequence (Q8WZA2 whole entry, looked up): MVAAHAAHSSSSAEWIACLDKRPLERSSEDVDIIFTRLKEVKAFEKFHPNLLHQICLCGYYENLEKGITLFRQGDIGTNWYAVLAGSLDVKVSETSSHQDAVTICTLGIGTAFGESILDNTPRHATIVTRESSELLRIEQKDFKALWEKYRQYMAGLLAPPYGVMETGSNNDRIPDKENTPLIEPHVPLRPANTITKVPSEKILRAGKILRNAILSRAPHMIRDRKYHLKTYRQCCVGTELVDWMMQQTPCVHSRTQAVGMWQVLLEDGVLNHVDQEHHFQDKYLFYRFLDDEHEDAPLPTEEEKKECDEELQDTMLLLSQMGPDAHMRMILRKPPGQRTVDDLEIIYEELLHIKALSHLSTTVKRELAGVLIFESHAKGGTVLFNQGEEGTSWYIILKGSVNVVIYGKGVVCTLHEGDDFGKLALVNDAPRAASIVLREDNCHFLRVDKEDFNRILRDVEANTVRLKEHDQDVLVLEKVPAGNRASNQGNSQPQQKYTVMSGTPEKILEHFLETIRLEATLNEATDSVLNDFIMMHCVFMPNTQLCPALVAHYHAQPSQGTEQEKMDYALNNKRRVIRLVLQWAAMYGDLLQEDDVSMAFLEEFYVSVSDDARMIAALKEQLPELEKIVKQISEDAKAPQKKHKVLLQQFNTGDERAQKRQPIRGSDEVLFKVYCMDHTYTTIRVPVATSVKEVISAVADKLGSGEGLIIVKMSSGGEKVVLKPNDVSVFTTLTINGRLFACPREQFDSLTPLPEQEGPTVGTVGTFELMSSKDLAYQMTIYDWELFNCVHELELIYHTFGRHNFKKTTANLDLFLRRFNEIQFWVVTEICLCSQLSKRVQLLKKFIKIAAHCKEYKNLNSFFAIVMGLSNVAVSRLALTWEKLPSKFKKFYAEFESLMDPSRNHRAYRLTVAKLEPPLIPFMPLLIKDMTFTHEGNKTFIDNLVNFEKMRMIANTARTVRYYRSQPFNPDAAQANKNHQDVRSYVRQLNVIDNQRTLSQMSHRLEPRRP
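Exchange assay: 100 nM EPAC2 with 250 nM Rap1B-BODIPY-GDP and 50 uM GDP. Fluorescence (ex 480/em 540 nm) read every 5 min for 30 min at room temperature. Data normalized to 6.5 mM cAMP as agonist control.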
IL2 activator: qHTS of IL-2 Activators | 0.065% of 360,000 active | activation, % (series mostly up to about 46 µM) | AID 652025, 2013 | IL-2 activation reporter assay, cell-based qHTS; stimulated with anti-CD3/CD4/CD28 beads; in transgenic mouse T cells; in the data active = activation above about 50%; inconclusive = mostly about 30% to 49%; also: 0% is about no effect
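Using fluorescent plate cytometry, EGFP and DsRed are detected in transgenic mouse T cells stimulated 18 h at 37 degrees C with antibody-coated beads after 60 min compound pretreatment.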
TGFb SMAD3 inh: qHTS for Inhibitors of TGF-b; HepG2 CAGA-GFP TGF-b/SMAD3 reporter, GFP fluorescence, 18 h; TGF-beta stimulated, 500 pg/mL final; Potency, µM (highest dose often 46.1 µM), inactives show top-dose activity, negative = inhibition, actives largely listed as inhibitors; 1.2% of 410,000 active; AID 588855, 2011; also: potency is read from the fitted curve at half-maximal effect; % is scaled to controls: 0 for no effect and ±100 for the full control effect; nearly all actives have a fitted effect of over 65% in size
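TGF-beta reporter screen: HEPG2 CAGA-GFP, 1% FBS, 500 pg/mL TGF-beta final, 18 h; per-cell GFP summed per well; curves fitted and categorized by class.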
A549 viability: Nrf2 qHTS screen for inhibitors: counterscreen for cytotoxicity. A549 ARE-Fluc cells, CellTiter-Fluor viability, 18-24 h. Potency, µM (titrated, usually from 46 µM), without a hit: top-dose activity change, negative = cytotoxicity, actives largely listed as inhibitors. 0.16% of 390,000 active. AID 504648, 2011; also: potency is read from the fitted curve at half-maximal effect; % is scaled to controls: 0 for no effect and ±100 for the full control effect
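A549 ARE-Fluc cells in 5% FBS OPTI-MEM, 5000 cells/well, rested 2 h then exposed to compounds in concentration-response for 18-24 h at 37 °C. Viability by CellTiter-Fluor fluorescence (Ex 405/Em 525) after 30 min; luciferase luminescence (BugLite, 15 min, RT) read afterwards.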
Active calls of the source: *; i = inactive; ? = inconclusive; · = not tested or not shown; [ ] = remark or other dose. Unless noted, calls follow the shape of the dose curve; as a rule, active = well fitted curve in the direction sought with a large enough effect; inconclusive = small, poorly fitted or top-dose-only effect, or another doubt; inactive = no such curve, though single readings can be large; an effect the other way counts as inactive or inconclusive. Hits appear at their usual frequency, and some 4.3% of all compounds hit somewhere here.

SMILES	ATXN viability	ATXN2 expr inh	Nrf2 inh	Nrf2 activator	HepG2 tox	EPAC2 ag	IL2 activator	TGFb SMAD3 inh	A549 viability
N#CCOC(=O)C1CSC2(c3ccc(Br)cc3)CCC(=O)N12 (stereo not drawn)	i	1%	22%	0.2%	12%	-4%	-0.9	18%	-4%
COc1ccc(CC(=O)O/N=C(\N)Cc2ccc(OC)cc2)cc1	i	7%	32%	0.0%	-3%	5%	-1.3	4%	-2%
CN(C(=O)CN1C(=O)c2cccc(N)c2C1=O)C1CCCCC1	·	7%	18%	-0.5%	-3%	-2%	0.9	0%	?
Cc1ccc2cc(CCNS(=O)(=O)c3ccc(Br)cc3)c(=O)[nH]c2c1C	i	-32%	23µM*	1.9%	-11%	7%	-3.6	4%	-23%
Cc1ccc(C2CC(c3cccc(Br)c3)Nc3nnnn32)cc1 (stereo not drawn)	i	-19%	-27%	-0.8%	-6%	15%	0.3	?	-13%
CC1CCCC(C)N1C(=O)CSc1nnc(NC(=O)c2cccs2)s1 (stereo not drawn)	i	9%	16%	0.3%	2%	0%	3.4	-1%	-6%
Cn1c(CNc2nc(-c3ccccc3)cs2)nnc1SCC(=O)c1ccccc1	i	-8%	·	3.4%	-5%	-8%	2.1	?	5%
COc1ccc(S(=O)(=O)Nc2c(C)n(C)n(-c3ccccc3)c2=O)cc1C(=O)O	i	0%	5%	-0.5%	15%	2%	-0.6	-19%	-8%
C/C=C/C(=O)Nc1nnc(C2CCCCC2)s1	i	-20%[11.3 µM]	10%	4.5%	-14%	-2%	1.5	-9%	-4%
CSc1sc(C(=O)N2CCc3ccccc32)cc1S(=O)(=O)C(C)C	i	-22%	-14%	-0.7%	1%	5%	3.1	8%	1%
Cc1ccc(-c2noc(-c3ccc(N4CCC(C)CC4)c([N+](=O)[O-])c3)n2)cc1	i	2%	7%	0.4%	8%	·	·	14%	1%
CC(C)CC(NC(=O)OC(C)(C)C)C(=O)O (stereo not drawn)	i	2%	6%	-0.7%	8%	6%	5.3	10%	3%
O=C(CC(=O)N/N=C\c1ccc([N+](=O)[O-])cc1)NCCc1ccccc1	?	-12%	-9%	-0.4%	-3%	1%	0.1	0%	-7%
COc1ccc(OC(=O)c2cnc3n(c2=O)CCS3)cc1	i	-5%	-12%	-0.5%	-30%	4%	3.4	0%	4%
COC(=O)c1ccc(OCC(=O)NC2CCCCCC2)cc1	i	9%	-7%	-0.1%	-11%	11%	-0.1	-2%	-4%
Cc1ccc(SCC(=O)NC(=O)c2ccc(S(=O)(=O)N(C)C)cc2)cc1C	i	2%	-17%	0.3%[9.22 µM]	-19%	19%	-0.3	?	6%
Cc1ccnc(NS(=O)(=O)c2ccc(NC(=O)c3ccc4c(c3)OCCO4)cc2)n1	i	·	-3%	-1.7%	-27%	7%	0.4	-4%	-1%
COc1ccc(C(c2nnnn2Cc2cccs2)N2CCC(C(N)=O)CC2)c(OC)c1 (stereo not drawn)	i	-2%	-26%	0.5%	16%	1%	-1.7	-11%	-7%
COc1ccccc1N1CCN(S(=O)(=O)c2ccc(F)cc2)CC1	i	2%	-1%	0.0%	5%	15%	0.0	1%	7%
C=CCn1c(O)c(C=Nc2ccc(CN3CCCCC3)cc2)c(=O)[nH]c1=S	i	-17%	-10%	-0.5%	-3%	-1%	-3.0	5%	2%
Nc1ccc(C(=O)OCc2csc(-c3ccccc3)n2)cc1[N+](=O)[O-]	i	-19%	-12%	-0.3%	3%	10%	-1.8	0%	-11%
CCCC(C(=O)Nc1cc(C)c(Cl)cc1OC)N1Cc2ccccc2C1=O (stereo not drawn)	·	·	-9%	5.8%	-29%	·	·	?	-9%
O=C(CSc1nnc2ccccn12)Nc1ccccc1C(=O)NC1CC1	i	9%	25%	0.0%	-74%	-1%	3.1	-29%	-7%
Cn1cc(CN2CCCC(CO)(Cc3ccccc3)C2)cn1 (stereo not drawn)	i	18%	10%	0.0%	2%	-4%	1.4	2%	-2%
O=C(NNC(=S)Nc1cccc(Cl)c1)c1ccccc1OC(F)F	i	?	21µM*	-0.6%	4.5µM*	1%	-0.5	13µM*	-6%
O=C(NNc1c(Cl)cccc1Cl)C1CCC1	i	-8%	?	-1.6%	8%	12%	1.5	10%	1%
COCCn1c(C)cc(C2=NNC(=Nc3ccccc3)SC2)c1C	i	59%[activator]	?	-1.8%	-7%	0%	0.2	-6%	4%
O=S(=O)(/N=C(/Nc1ccc(F)c(F)c1F)c1ccccc1)c1ccccc1	i	9%	-5%	0.3%	-1%	2%	0.2	2%	8%
COc1ccc(/C(N)=N/OC(=O)c2cccs2)cc1OC	i	13%	?	?	10%	-4%	-3.4	1%	-12%
Nn1c(=O)[nH]c2c([nH]c3ccccc32)c1=O	i	-12%	-8%	7.1%	-9%	11%	-0.2	-10%	-5%
CCn1c(=O)cc(OCC(=O)N2CCN(C(=O)c3ccco3)CC2)c2ccccc21	i	39%[activator]	-17%	4.8%	10%	10%	-0.1	-1%	3%
CN(C)CCCNC(=O)/C(=C/c1ccc(-c2ccc([N+](=O)[O-])cc2)o1)NC(=O)c1ccccc1	i	-36%	17%	0.0%	-15%	8%	-0.4	-24%	8%
COc1ccc(-c2nc3scc(CCNS(=O)(=O)c4cccs4)n3n2)cc1	·	·	·	3.4%	-13%	·	·	-7%	6%
CC(=O)Nc1cccc(NC(=O)CSc2ccc(-c3ccccn3)nn2)c1	i	-31%	?	0.8%	-20%	9%	-0.3	-13%	-11%
O=C(CN1C(=O)c2cccc3cccc1c23)NCc1ccncc1	i	5%	4%	-0.6%	-2%	6%	-0.8	-2%	-12%
C=CCn1c(CCC(=O)O)ccc1-c1ccccc1	i	-18%	-27%	-0.4%	-4%	-2%	-0.3	-15%	?
C[C@H](CO)N1C[C@H](C)[C@@H](CN(C)C(=O)Nc2ccccc2)Oc2ccc(NC(=O)Nc3ccc4c(c3)OCO4)cc2C1=O	i	4%	6%	0.3%	-5%	-6%	0.3	8%	1%
CC(=O)N/N=c1\sc2ccccc2n1C	i	-26%	11%	5.1%	-7%	1%	0.1	-6%	4%
CC(C)c1ccc2oc(-c3cc(N)ccc3O)nc2c1	i	-12%	?	?	-37%	-8%	0.6	0%	7%
COc1ccc(C(=O)N[C@H](C(=O)N2CCN(c3ccccc3F)CC2)C(C)C)cc1	?	-15%	-14%	-0.7%	-2%	5%	-0.2	17%	-16%
Cc1cccc(CNC(=O)C2CCCN(S(=O)(=O)c3cn(C)cn3)C2)c1 (stereo not drawn)	·	·	·	-0.8%	-7%	·	·	-2%	4%
O=C(Nc1nccs1)c1ccc(CSc2ccccc2)o1	i	5%	?	2.6%	-47%	18%	4.0	-23%	1%
CCOC(=O)C1CCCN1C(=O)c1ccc(OC)c(Br)c1 (stereo not drawn)	?	5%[11.3 µM]	10%	-0.5%	17%	5%	-0.1	-8%	-3%
CN(C)S(=O)(=O)c1ccc2nc(NC(=O)c3cccnc3)sc2c1	i	4%	?	-0.4%	-2%	3%	2.0	-4%	2%
CON(C)S(=O)(=O)NC(=O)C1=C(N2CCCC2)COC1=O	i	6%	4%	-0.3%	14%	12%	0.4	-1%	1%
O=c1[nH]c(CN2CCN(S(=O)(=O)/C=C/c3ccccc3)CC2)nc2cc(Cl)ccc12	i	-23%	16µM*	0.4%	-41%	5%	-0.8	?	-20%
O=C(COc1ccc(S(=O)(=O)N2CCOCC2)cc1)Nc1cccc([N+](=O)[O-])c1	i	-5%	-13%	6.6%	-1%	9%	-0.3	0%	-4%
COc1ccc2[nH]c3c(NCCCOC(C)C)ncnc3c2c1	?	-10%	12%	0.6%	-28%	0%	0.7	-6%	0%
CC1Oc2ccccc2OC1C(=O)Nc1nccs1 (stereo not drawn)	i	39%[activator]	23%	12%	0%	7%	-4.1	-5%	-5%
CC(=O)OC[C@H]1O[C@@H](Oc2cc(O)cc3oc(-c4ccc(O)cc4)cc(=O)c23)[C@H](O[C@@H]2O[C@@H](C)[C@H](O)[C@@H](O)[C@H]2O)[C@@H](O)[C@@H]1O	i	12%	12%	-0.1%	-4%	-2%	0.3	-6%	-7%
CC1(c2cccc(Br)c2)NC(=O)N(CC(=O)Nc2cccnc2Cl)C1=O (stereo not drawn)	i	4%	-3%	-0.5%	9%	-2%	-2.2	11%	-5%
Cc1cc(-n2c(C)cc(C(=O)COc3ccccc3[N+](=O)[O-])c2C)no1	?	5%	?	16%	-18%	8%	-0.7	-4%	-4%
